Jurkat autofluor: autofluorescence counter-screen for VLA-4 integrin assays. 0.61% of 24,000 active. Jurkat cells, compound autofluorescence, flow cytometry; stronger effect = higher value; 1 = vehicle-only cell background. fluorescence ratio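 (tested at 10 µM compound in the well)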;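 active = fluorescence ratio above 2.44, which is 1 plus 3 SD of all ratios; inconclusive = signal too bright to measure linearly, ratio around 10 or more; inactive = fluorescence ratio below 2.44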;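 also: green fluorescence of cells measured with 488 nm excitation and 530 nm emission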
VLA-4 agonist: allosterically activates the human VLA-4 integrin; 24,000 tested, under 10 active; activation, % at 10 µM (by protocol); Jurkat cells, LDV-FITC binding, flow cytometry; AID 528;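 active = fluorescent ligand binding to cells raised by more than 40% of the manganese-induced maximum; inconclusive = compound's own fluorescence above 85% of the ligand control signal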;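 also: 0% = ligand binding without compound and 100% = manganese-stimulated maximal binding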
Target sequence (P13612 whole entry, looked up): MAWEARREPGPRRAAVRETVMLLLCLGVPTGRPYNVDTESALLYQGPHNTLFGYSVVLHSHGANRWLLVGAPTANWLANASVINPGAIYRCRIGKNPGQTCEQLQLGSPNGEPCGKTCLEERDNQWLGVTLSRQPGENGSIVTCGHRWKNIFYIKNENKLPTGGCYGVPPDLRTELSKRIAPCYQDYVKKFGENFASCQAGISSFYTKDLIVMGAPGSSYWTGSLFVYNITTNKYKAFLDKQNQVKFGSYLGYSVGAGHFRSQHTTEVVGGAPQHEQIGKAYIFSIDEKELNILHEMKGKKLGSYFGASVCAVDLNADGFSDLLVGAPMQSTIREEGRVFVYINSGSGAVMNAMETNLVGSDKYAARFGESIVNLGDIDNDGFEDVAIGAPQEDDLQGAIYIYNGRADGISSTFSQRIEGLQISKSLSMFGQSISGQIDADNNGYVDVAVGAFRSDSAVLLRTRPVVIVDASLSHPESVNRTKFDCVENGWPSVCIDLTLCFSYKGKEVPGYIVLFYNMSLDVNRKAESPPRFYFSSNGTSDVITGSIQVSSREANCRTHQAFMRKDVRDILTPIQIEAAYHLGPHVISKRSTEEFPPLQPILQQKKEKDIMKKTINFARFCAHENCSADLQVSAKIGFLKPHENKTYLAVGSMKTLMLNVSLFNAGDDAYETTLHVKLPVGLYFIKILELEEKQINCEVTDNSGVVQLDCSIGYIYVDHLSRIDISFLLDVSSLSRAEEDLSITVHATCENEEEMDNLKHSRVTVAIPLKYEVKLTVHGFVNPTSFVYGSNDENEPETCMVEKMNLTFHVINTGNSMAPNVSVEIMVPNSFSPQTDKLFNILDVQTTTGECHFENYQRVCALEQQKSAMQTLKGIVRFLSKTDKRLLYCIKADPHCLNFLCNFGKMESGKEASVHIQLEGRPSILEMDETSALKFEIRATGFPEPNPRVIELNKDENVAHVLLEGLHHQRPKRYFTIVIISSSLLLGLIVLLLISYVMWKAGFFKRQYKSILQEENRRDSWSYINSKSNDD
LNCaP diff act: promotes differentiation of LNCaP prostate cells; flow cytometry side scatter, 4 d; side scatter shift, % at 10 µM; 0.56% of 24,000 active;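 active = side scatter shift above 30%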;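 also: androgen-responsive LNCaP prostate cancer cells in charcoal-stripped serum medium; percent of cells past a gate set so DMSO wells show 10% shift; higher shift means more granular cells and more differentiation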
VLA-4 antagonist: inhibition of LDV-FITC ligand binding to human VLA-4 integrin; P13612; inhibition, % at 10 µM (by protocol); Jurkat cells, LDV-FITC binding with Mn2+, flow cytometry; 100% = Mn2+-driven binding gain fully reversed; 0.2% of 24,000 active;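 active = inhibition above 50%; inconclusive = compound itself fluorescent, judged against control cell fluorescence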;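 also: 0% = Mn2+ stimulated cells lacking compound and 100% = ligand binding without Mn2+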
* hit, by the source's call; ? = inconclusive; · = not tested or not shown. Some of the compounds tested; count on the stated rates, not on these rows.

SMILES	Jurkat autofluor	VLA-4 agonist	LNCaP diff act	VLA-4 antagonist
C=CCOC(=O)C1C(=O)CC(C)(O)C(C(=O)OCC=C)C1c1ccc(OCC)cc1 (configuration not stated)	1.1	-10	22	-34
CCCOC(=O)CSc1nc(N)c(C#N)c(CC)c1C#N	1	6	8	-6
CCCc1cc(=O)[nH]c(SCc2ccccc2)n1	1	-1	10	-4
COc1ccc(Cc2n[nH]c(=O)c3ccccc23)cc1OC	0.98	5	·	-14
CCOC(=O)c1c(C)oc2c1cc(O)c1ccccc12	1.2	-4	12	9
c1ccc(-c2cc(-c3nc(-c4ccccn4)no3)c3ccccc3n2)cc1	1.1	6	8	-20
CC(C)(C)N(Cc1cc2ccccc2[nH]c1=O)C(=O)C1CCCCC1	1.1	12	2	-24
CC(NS(C)(=O)=O)C(c1cccs1)N1CCN(C)CC1 (configuration not stated)	1	-1	22	7
Cn1c(=O)c2c(nc(CN3CCCCC3)n2CCc2ccccc2)n(C)c1=O	1.1	-6	9	6
CCOc1ccc(C2C(C(=O)O)c3ccccc3C(=O)N2CCN2CCOCC2)cc1 (configuration not stated)	0.85	3	11	-12
CCN(CC)c1ccc(NC(=O)c2cncc(Br)c2)cc1	1.1	6	17	-30
COc1ccc(C2CC(=O)N3CN(c4ccc(C)c(Cl)c4)CSC3=C2C#N)cc1OC (configuration not stated)	1.1	0	3	-1
CCCC(=O)Nc1c2c(nn1-c1ccc(OC)cc1)CS(=O)C2 (configuration not stated)	0.98	-4	10	-16
COc1ccc(C(=O)N2CCN(c3nc4cc(C)ccc4cc3C#N)CC2)c(OC)c1	1.1	0	10	-17
CCn1nnc(-c2ccccc2NC(=O)c2ccc(-n3cnnn3)cc2)n1	1.1	0	26	-10
O=C(O)c1ccc(CSCc2c(F)cccc2Cl)o1	0.98	5	22	0
CCOC(=O)Cc1c[nH]c2ccccc12	1.1	-2	5	9
CCCS(=O)(=O)N1CCCC(C(=O)NCCCOCC)C1 (configuration not stated)	1	2	10	2
Cc1ccc(S(=O)(=O)CC2CSc3nnc(C)c(=O)n32)cc1 (configuration not stated)	0.98	2	9	-10
O=C(CSC1=Nc2ccccc2C2=NC(CC(=O)NCc3ccco3)C(=O)N12)NCC1CCCO1 (configuration not stated)	0.95	5	3	-10
CCCCn1cnc2c1c(=O)n(C)c(=O)n2C	1.1	2	7	-10
O=C(CN1C(=O)CCSc2ccccc21)Nc1ccc2c(c1)OCO2	1	-2	14	0
COc1ccc(N2C(=O)CC(N3CCN(S(=O)(=O)c4c(F)cccc4F)CC3)C2=O)cc1OC (configuration not stated)	1.5	?	15	?
COc1ccc(-c2cc(C(=O)Nc3c(C)nn(Cc4ccc(Cl)cc4)c3C)no2)cc1	1	-1	3	0
C=CCC(O)(CCN1CCCCC1)c1ccccc1 (configuration not stated)	0.99	0	5	7
Additional structures follow.
SMILES	Jurkat autofluor	VLA-4 agonist	LNCaP diff act	VLA-4 antagonist
O=C(O)c1ccc(COc2ccc(Cl)cc2)o1	1	-6	1	-19
O=C(COn1nnc2ccc(C(F)(F)F)cc21)Nc1nnc(-c2ccccc2)o1	1.1	2	24	-6
COc1cccc(C2=NOC(C(=O)Nc3cccnc3)C2)c1 (configuration not stated)	1.1	-2	9	8
CCN1CCCC1CNS(=O)(=O)c1cc(Br)cc2c1N(C(=O)C1CC1)CC2 (configuration not stated)	1.1	-2	6	-15
COc1cc(-c2c(C#N)c(N)nc3c2CCCC3)cc(OC)c1OC	1.1	-2	18	-5
CCC(=O)n1nc(-c2ccc(OC)cc2)nc1N	1	2	9	26
COCCn1nnnc1C(c1cc2ccc(OC)cc2[nH]c1=O)N1CCc2ccccc2C1 (configuration not stated)	1	-5	13	11
CC1=C(C(N)=O)C(c2ccccn2)n2nc(SCc3ccccc3Cl)nc2N1 (configuration not stated)	1	0	8	-10
Cc1cc(C(=O)NCc2ccc(S(N)(=O)=O)cc2)cs1	1	-3	7	-5
Cn1c(=O)c2c(ncn2Cc2cccc(Cl)c2)n(C)c1=O	1.1	-9	12	-6
COc1ccc(C(=O)c2coc3ccc(O)c(CN4CCCCC4)c23)cc1	1.1	-4	8	10
COc1ccc(OC)c(NC(=O)CS(=O)(=O)Cc2nc(-c3ccccc3C)oc2C)c1	1.1	-4	7	0
CC1CCCC(NC(=O)c2ccc3c(c2)N(Cc2ccccc2)C(=O)CS3=O)C1C (configuration not stated)	1.1	-3	2	23
Cc1cccc(-c2nc(CSCC(=O)N3CCN(Cc4ccc5c(c4)OCO5)CC3)c(C)o2)c1	1	0	10	-1
CN(CC(=O)NCc1cccc(F)c1)C(=O)c1ccco1	1	10	12	-23
CN(C)CCN(Cc1ccccc1)c1ccccn1	1.1	2	4	-8
CC[N+](C)(C)Cc1ccccc1Br	1	0	2	-8
COC(=O)c1[nH]c2cc(OC)ccc2c1NC(=O)CN1CCOCC1	1.1	1	14	-19
O=C(O)CCCNCc1ccccc1F	1	0	3	2
Cc1noc(C)c1S(=O)(=O)N1CCC(C(=O)N(C)Cc2ccccc2)CC1	1	-1	10	-2
Cc1ccc(-c2nc(-c3ccccc3)no2)c(Cl)c1	0.91	?	11	?
O=C(CCC(=O)OCC(=O)c1ccccc1)NC1CCCCC1	1.1	2	7	-12
CCOC(=O)CNC(=O)c1cn(CC)c(=O)c2cc(OC)c(OC)cc12	1.1	-3	8	8
CCOc1ccc(N2CC(C(=O)Nc3ccc(F)cc3F)CC2=O)cc1 (configuration not stated)	0.98	-6	6	1
Cc1ccc(N2CC(C)Cn3c2nc2c3c(=O)n(CC(=O)OCc3ccccc3)c(=O)n2C)cc1C (configuration not stated)	1	-2	12	-10
Continuation:
SMILES	Jurkat autofluor	VLA-4 agonist	LNCaP diff act	VLA-4 antagonist
CCN1C(=O)c2ccccc2S(=O)c2ccc(C(=O)N3CCN(C(=O)c4ccco4)CC3)cc21 (configuration not stated)	1	3	4	2
CCCOc1ccc(-c2nnn(CC(=O)Nc3cccc(C(=O)OC)c3)n2)cc1	0.97	-12	1	6
CNC(=O)c1ccsc1NC(=O)CN1C(=O)CCC1=O	1	0	9	-30
Cc1cc(NC(=O)C(C)(C)C)no1	0.95	0	7	-2
COc1cc2c(=O)n(CC3CCCO3)c(=O)n(CC(=O)Nc3cccc(Cl)c3)c2cc1OC (configuration not stated)	0.95	0	5	-4
COCCN1C(=O)c2oc3ccccc3c(=O)c2C1c1ccc(OC)c(OC)c1 (configuration not stated)	1	2	7	-1
COc1ccccc1NC(=O)CN1CCN(CC(=O)Nc2ccc(OCc3ccccc3)cc2)CC1	1.1	-4	2	10
CCOC(=O)C1CCN(C(=O)Cn2cc3c(n2)CCC(C)C3)CC1 (configuration not stated)	0.97	4	0	-3
Cc1cc(S(=O)(=O)NCCN2CCOCC2)c(C)s1	0.99	-3	5	-21
CCCC(=O)N1CCN(c2ccc(NC(=O)c3ccc(Br)o3)cc2)CC1	1	5	14	-22
COc1ccc(CCNC(=O)c2ccc(NS(=O)(=O)c3c(C)noc3C)cc2)cc1OC	1.1	-7	1	-2
CCN(Cc1ccccc1)S(=O)(=O)c1ccc(C(=O)Nc2nnc(-c3ccccc3OC)o2)cc1	1.4	?	7	?
CCOC(=O)c1nnn(-c2nonc2N)c1CN(C)C1CCCCC1	1.2	-1	13	7
CC1(C)CC(=O)c2c(nn(-c3ccccc3)c2N)C1	0.98	1	8	5
CSCCOC(=O)C1=C(C)NC(=O)CC1c1ccccc1Cl (configuration not stated)	0.99	-1	20	-1
Cc1ccc(NC(=O)c2nnn(-c3cc(C)cc(C)c3)c2N)cc1	1.2	?	8	?
N#Cc1cnc(SCC(=O)c2ccccc2)nc1N	1.5	3	7	2
O=C1CNC(=O)/C1=C\N1CCCCC1	0.98	3	4	-7
CC(=O)c1cccc(NC(=O)NCc2ccco2)c1	0.98	-1	4	0
Cc1ccc(C2CC(c3ccccc3OC(F)F)Nc3ncnn32)cc1 (configuration not stated)	1.1	-3	13	3
Cc1n[nH]c(C)c1CCc1nc2c3ccccc3nc(SCC(N)=O)n2n1	1.1	-7	2	-1
CC(=O)N1CCc2cc(S(=O)(=O)NCCC(=O)Nc3ccc4c(c3)OCCO4)ccc21	1.1	0	3	-10
CC(C)(C)NS(=O)(=O)c1cccc2nsnc12	0.99	2	8	-20
Cc1cc(C)c(NC2=NCC(=O)N2C2CCCCC2)c(C)c1	1.1	4	6	-12
CCOC(=O)Cn1c(=NC(=O)CSC(C)=O)sc2cc(OC)ccc21	0.99	2	10	13

Grouped by structure: the entries above with an aryl thioether with sulfur outside any ring.
SMILES	Jurkat autofluor	VLA-4 agonist	LNCaP diff act	VLA-4 antagonist
CCCOC(=O)CSc1nc(N)c(C#N)c(CC)c1C#N	1	6	8	-6
CCCc1cc(=O)[nH]c(SCc2ccccc2)n1	1	-1	10	-4
CC1=C(C(N)=O)C(c2ccccn2)n2nc(SCc3ccccc3Cl)nc2N1 (configuration not stated)	1	0	8	-10
N#Cc1cnc(SCC(=O)c2ccccc2)nc1N	1.5	3	7	2
Cc1n[nH]c(C)c1CCc1nc2c3ccccc3nc(SCC(N)=O)n2n1	1.1	-7	2	-1

Record cards, from the list above:
`CCOC(=O)c1nnn(-c2nonc2N)c1CN(C)C1CCCCC1` is listed with Jurkat autofluor = 1.2; VLA-4 agonist = -1; LNCaP diff act = 13; VLA-4 antagonist = 7
`COc1cc2c(=O)n(CC3CCCO3)c(=O)n(CC(=O)Nc3cccc(Cl)c3)c2cc1OC` (configuration not stated) is listed with Jurkat autofluor = 0.95; VLA-4 agonist = 0; LNCaP diff act = 5; VLA-4 antagonist = -4

Further entries.
SMILES	Jurkat autofluor	VLA-4 agonist	LNCaP diff act	VLA-4 antagonist
CCc1ccc(N2CCN(C(=O)c3ccc(OC)c(OC)c3)CC2)cc1	1.1	8	4	-7
Cc1cc2c(s1)c1cnn(CC(=O)NCCc3ccccc3)c(=O)c1n2C	1	-4	8	-19
COc1ccccc1-c1ccc(C(=O)O)o1	1.1	?	2	?
CCn1c(=S)ccc2ccc(OC)cc21	1.1	-1	24	0
O=C(Cn1cnc2c(cnn2-c2ccc(Cl)cc2)c1=O)NCCc1ccccc1	0.95	8	12	-30
COc1cccc2cc(C(=O)N3CCN(C45CC6CC(CC(C6)C4)C5)CC3)c(=O)oc12	1.2	?	12	?
c1ccc(-c2nnc3sc(-c4csc5c4CCCC5)nn23)cc1	1.2	-1	6	8
Cc1c(NC(=O)CSc2nnc3sc4ccccc4n23)c(=O)n(-c2ccccc2)n1C	0.93	0	3	-26
O=C(NCCCN1CCN(c2ccccc2)CC1)Nc1ccccc1C(F)(F)F	0.98	4	2	10
CCC(C)N1C(=O)C2C(C(=O)Nc3cccc(OC)c3)C3C=CC2(O3)C1C(=O)NC1CCCCC1C (configuration not stated)	1	-3	19	7
CC(=O)N1CCCc2cc(S(=O)(=O)NC(C(=O)NC(C)c3ccccc3)C(C)C)ccc21 (configuration not stated)	1.3	?	11	?
O=C(NCc1ccc2c(c1)OCO2)C1CC(=O)N(C2CCCC2)C1 (configuration not stated)	0.95	5	2	-12
O=C1c2ccccc2C(Nc2cccnc2)N1Cc1ccc2c(c1)OCO2 (configuration not stated)	0.98	3	16	9
CC(C)(C)OC(=O)N1CCCC1C(=O)N1CCCC1C(=O)N1CCCC1C(=O)O (configuration not stated)	1	3	14	-18
COC(=O)c1oc2ccc(Br)cc2c1NC(C)=O	1.1	0	1	-9
COc1ccccc1NC(=O)C1=C(C)Nc2nc(-c3ccc(N(C)C)cc3)nn2C1c1ccncc1 (configuration not stated)	1	-11	6	-1
CCn1cc(C(=O)NCCCN2CCC(C)CC2)c(=O)c2cc(S(=O)(=O)N3CCCC3)ccc21	0.99	4	11	-1
O=C(NCCN1CCOCC1)c1cc(-c2ccc(F)cc2)on1	1	4	9	-7
O=C(O)CCC(=O)N1CCc2cc(S(=O)(=O)NC3CCCc4ccccc43)ccc21 (configuration not stated)	1	4	6	9
COc1cccc(S(=O)(=O)Nc2cccnc2)c1	1.1	4	8	-11
COC(=O)c1ccccc1NC(=O)c1cncc(Br)c1	0.88	-2	3	-2
O=C(OCc1nc2ccccc2s1)c1ccc(Br)s1	1.2	?	11	?
Clc1ccc(C2=CSC3=NCCN23)cc1Cl	1	-7	19	-19
Cc1nnc2c3ccccc3c(-c3ccccc3)nn12	1	-4	9	-2
CC(=O)c1cccc(NC2c3ncccc3C(=O)N2Cc2ccco2)c1 (configuration not stated)	1.1	-2	8	2
CN(CCC#N)S(=O)(=O)c1ccc2c(c1)c(=O)n(C)c(=O)n2C	0.92	3	5	11
O=C(Cn1c(=O)oc2ccccc21)N1CCN(c2ccccc2)CC1	2.5*	?	11	?
COc1ccc(S(=O)(=O)N[C@@H](CC(C)C)C(=O)O)cc1	1	0	4	-4
COc1ccc(CN2C(=O)C(O)(CC(=O)c3c(C)n[nH]c3C)c3ccccc32)cc1OC (configuration not stated)	1.2	4	29	6
CCOc1ccc(NC(=O)C2CSC(c3ccncc3)=N2)cc1 (configuration not stated)	1.1	5	8	-13

Part of the list above, showing only Jurkat autofluor and LNCaP diff act:
molecule,Jurkat autofluor,LNCaP diff act
CC(NS(C)(=O)=O)C(c1cccs1)N1CCN(C)CC1 (configuration not stated),1,22
Cn1c(=O)c2c(nc(CN3CCCCC3)n2CCc2ccccc2)n(C)c1=O,1.1,9
